All columns: NCI-60 one-dose screen, growth in % after 48 h at 10 µM unless noted; 100 = growth as untreated, 0 = no growth, -100 = all killed.
SNB-75: SNB-75 CNS cancer | 79,000 tested, 5% active
KM12: KM12 colon cancer cells. 82,000 tested, 5% active. AID 1794800
HCT-15: HCT-15 colon cancer; AID 1794746; 82,000 tested, 5.2% active
HCC-2998: HCC-2998 colon cancer; 79,000 tested, 4.7% active; AID 1794799
SNB-19: SNB-19 CNS cancer cells; 81,000 tested, 2.5% active
SW-620: SW-620 colon cancer; 82,000 tested, 5.2% active
COLO 205: COLO 205 colon cancer. 79,000 tested, 7.3% active
HCT-116: HCT-116 colon cancer; 82,000 tested, 7.3% active
HT29: HT29 colon cancer; AID 1794748; 81,000 tested, 7.4% active
Starred values were filed as active, the others as inactive; nt = not tested or not shown; & = joins results of further samples; ! = not active in a repeat; [ ] = remark or other dose. The calls were made as follows: active = growth percent below 10; inactive = the rest.

SMILES	SNB-75	KM12	HCT-15	HCC-2998	SNB-19	SW-620	COLO 205	HCT-116	HT29
CN(NC(=O)C(=O)NCc1ccco1)C(=O)Nc1ccc(Cl)cc1	98	97	99	110	105	117	114	92	110
ONC(=NCc1ccccc1)c1ccccc1	92	98	105	109	104	101	115	100	100
O=C(NCCNC(=O)c1ccc(Cl)cc1Cl)c1ccc(Cl)cc1Cl	102	105	106	100	110	113	129	104	118
[O-][n+]1nc2ccccc2c2ccccc21	99	108	106	107	97	109	119	102	103
Cc1nc2ccc(Cl)cn2c1C(=O)NCc1ccc(OCc2cn(Cc3ccc([N+](=O)[O-])cc3)nn2)cc1	91	87	90	70	82	99	98	77	96
Cc1ccc(NC(=S)NCCO)cc1	85	106	110	102	101	113	110	108	100
COc1ccc(-c2nc3sccn3c2/C=C/C(=O)c2cc(OC)c(OC)c(OC)c2)cc1	37	36	40	71	60	72	79	42	47
Nc1c(S(=O)(=O)O)cc2c(c1Cl)C(=O)c1ccccc1C2=O	95	100	98	102	106	111	110	107	100
Nc1ncncc1-c1ccccc1Cl	99&92	105&100	103&98	102&105	105&103	108&108	115&100	109&110	104&102
COc1cc(-c2cc(-c3ccccc3)nc3nc(NC(C)=O)nn23)cc(OC)c1OC	99	95	92	102	103	109	119	89	106

Some of these compounds in order of molecular weight, rising.
SMILES	SNB-75	KM12	HCT-15	HCC-2998	SNB-19	SW-620	COLO 205	HCT-116	HT29
Nc1ncncc1-c1ccccc1Cl	99&92	105&100	103&98	102&105	105&103	108&108	115&100	109&110	104&102
ONC(=NCc1ccccc1)c1ccccc1	92	98	105	109	104	101	115	100	100
COc1cc(-c2cc(-c3ccccc3)nc3nc(NC(C)=O)nn23)cc(OC)c1OC	99	95	92	102	103	109	119	89	106

Profiles, quoted from the list. Screens in order: SNB-75 | KM12 | HCT-15 | HCC-2998 | SNB-19 | SW-620 | COLO 205 | HCT-116 | HT29
ONC(=NCc1ccccc1)c1ccccc1 is listed as 92 | 98 | 105 | 109 | 104 | 101 | 115 | 100 | 100
CN(NC(=O)C(=O)NCc1ccco1)C(=O)Nc1ccc(Cl)cc1 is listed as 98 | 97 | 99 | 110 | 105 | 117 | 114 | 92 | 110

The list goes on:
SMILES	SNB-75	KM12	HCT-15	HCC-2998	SNB-19	SW-620	COLO 205	HCT-116	HT29
O=C(NN1C(=O)CSC1c1cccc([N+](=O)[O-])c1)c1ccc(NC(=O)c2ccccn2)cc1 (centres undefined)	99	94	92	90	98	104	103	98	105
CSc1ncc(-c2ccc3c(c2)COC3(CCCN(C)C)c2ccc(F)cc2)cn1 (centres undefined)	63	91	81	61	87	93	94	69	80
Cc1cc(C)n(C(=O)CSc2ncnc3c2c(-c2ccccc2)cn3-c2ccc(Cl)cc2)n1	nt	97	90	99	94	97	115	92	102
COc1cc(/C=N/Nc2ncnc3c2c(C)nn3-c2ccc([N+](=O)[O-])cc2)ccc1O	88	100	99	120	103	103	120	102	104
C=CCNc1nc2c(s1)CCc1cc(OC)c(OC)cc1-2	107	103	93	110	103	105	132	93	101
Cc1cc2c(n1-c1ccccc1)CSCC2=O	55[100 µM]	70[100 µM]	85[100 µM]	70[100 µM]	71[100 µM]	94[100 µM]	86[100 µM]	59[100 µM]	87[100 µM]
O=C1CCc2ccc(OCc3cn(Cc4cc(=O)oc5c4ccc4ccccc45)nn3)cc2N1	95	105	95	122	57	108	118	103	114
Cc1cc(=O)oc2cc(OC(=O)C3(C)CC3)ccc12	101	105	101	108	105	106	113	102	92
COc1ccc(-c2conc2-n2nc(-c3ccccc3)nc2-c2ccccc2)cc1	98	110	107	105	104	104	112	97	102
C/C(=N\O)[C@@H]1CC[C@]2(CO)CC[C@]3(C)[C@H](CC[C@@H]4[C@@]5(C)CCCNC(C)(C)[C@@H]5CC[C@]43C)[C@@H]12	69	84	84	103	89	88	81	76	25
Oc1ccc2cc(Br)ccc2c1-c1c(O)ccc2cc(Br)ccc12	nt	40	68	56	78	48	55	33	11
COc1ccc([C@@H]2[C@@H](O)C(=O)N2c2cc(OC)c(OC)c(OC)c2)cc1Cl	53	13	10	8.3*	30	18	-81*	2.4*	13
COc1ccc(C2=NN(C(=O)c3ccc(S(C)(=O)=O)cc3)C(c3ccccc3)C2)c(OC)c1 (centres undefined)	85	88	100	110	102	103	118	82	97
CCOC(=O)c1c(NCC(=O)Nc2ccccc2Cl)sc2c1CCCC2	73	106	93	106	93	98	112	100	109
COc1ccc(N2CCN(c3ncnc4c3c(C)nn4-c3ccc(F)cc3)CC2)cc1	94	100	106	96	98	101	108	93	101
COc1cc2c(cc1OC)C(Sc1ccc(C)cc1)c1c(nc(N)c(C#N)c1N)O2 (centres undefined)	29	-52*	-74*	-85*	-69*	-37*	-28*	-70*	-21*
Cc1cccc(NC2(C(=O)O)CCCC2)c1	87	107	121	nt	102	102	106	100	103
Cc1cc(C#Cc2ccccc2)ccc1-n1c(/C=C/c2cccc(Cl)c2)nc2ccccc2c1=O	89	75	73	94	87	71	77	56	63
OCC1OC(Nc2ccccc2/C=N\O)C(O)C1O (centres undefined)	84	106	99	105	105	99	114	101	100
N#C/C(=C\c1ccc(-c2cc(C(F)(F)F)ccc2Cl)o1)c1nc(-c2ccco2)cs1	70	100	103	104	95	103	119	104	101
O=C(O)c1cn(C2CC2)c2cc(N3CCN(C(=O)N(c4ccccc4)c4nc(-c5ccc(Cl)cc5)cs4)CC3)c(F)cc2c1=O	94	63	48	70	88	98	89	58	85
OCCOc1cc(Cl)c(Cl)cc1Cl	89&82	115&102	80&94	121&97	109&102	122&108	110&112	104&101	101&106
Brc1ccc(/C=N/Nc2ncnc3sc4c(c23)CCN(Cc2ccccc2)C4)cc1	-7.4*	50	58	91	100	35	35	33	4.8*
C/C(=N\Nc1ncc(-c2ccc(C)cc2)s1)c1cc2ccccc2o1	132	98	93	116	97	101	102	91	87
COc1cc(NC(C)CCCN)c2nc(C)ccc2c1OC (centres undefined)	99	103	106	87	107	104	61	102	93
CN1CCN(CC(=O)Nc2nnc(-c3ccc(Cl)cc3)s2)CC1	66	nt	99	109	98	95	100	97	104
CCCCCCCCCCCn1nnnc1N	83	100	96	90	90	94	82	80	84
CC(=O)OC/C=C1/CC[C@H]2[C@@H]3CCC4=CC(=O)CC[C@]4(C)[C@H]3[C@@H](O)C[C@]12C	86	106	104	115	99	89	105	100	104
CCOc1ccccc1NC(=O)c1cc(-c2ccc(OC)cc2)n(-c2ccc(S(C)(=O)=O)cc2)n1	76	100	88	109	75	108	129	80	99
S=C(N/N=C1/CCCC/C1=N/NC(=S)N1CCOCC1)N1CCOCC1	90	94	86	79	95	102	101	74	nt
COCCn1cc(-c2nc(-c3cc4cccnc4n3CCOC)cs2)c2cc(OC)ccc21	63	12	17	28	91	49	44	43	22
COc1cc2cc(/C=C3\SC(=Nc4ccc(S(N)(=O)=O)cc4)NC3=O)c(Cl)nc2cc1OC	112	92	103	106	98	108	112	106	108
CC1(C)CC(=O)C2=C(C1)N(c1ccc(F)cc1F)C(N)=C(C#N)C2c1ccc(Cl)c([N+](=O)[O-])c1 (centres undefined)	80	102	97	114	100	101	116	100	101
CCOC(=O)CCC(NC(=O)c1ccccc1NC)C(=O)OCC (centres undefined)	87	101	110	80	106	98	120	94	103
CC(C)CCSc1nc(NCCO)c(C#N)c(-c2ccc(F)cc2)n1	102	97	93	115	97	102	110	101	89
O=C(O)/C=C/c1c(Cl)n(Cc2ccc(Cl)cc2)c2ccccc12	105	99	100	116	108	90	104	97	123
CC(=O)c1cc(C)[nH]c1C	100	121	96	95	98	118	103	96	97
C/C=C\C(=O)N1c2ccccc2CC1c1c[nH]c2ccccc12 (centres undefined)	70	98	100	94	102	99	97	98	77
CC(C)c1cccc(OCC(=O)O)c1OCC(=O)O	95	102	101	98	97	104	93	95	89
CC1=CC(C)(C)Nc2ccc(C)cc21	91	116	100	102	115	118	113	107	100
COc1cc(C2Nc3ccccc3S2)cc(CN2CCOCC2)c1O (centres undefined)	46	55	52	86	76	51	90	53	93
COC(=O)Cc1ccc(Br)cc1	99	115	96	nt	101	97	110	113	106
C=C(C)[C@@H]1CC[C@]2(C)[C@H](CC[C@@H]3[C@H]4[C@@H](OC(=O)C(F)(F)F)C(C)(C)CC[C@]4(C(=O)O)CC[C@]32C)[C@@]1(C)CCC#N	79	76	65	92	82	84	83	52	58
O=S(=O)(OCCCCCCOS(=O)(=O)c1ccc(F)cc1)c1ccc(F)cc1	83	85	93	87	87	86	70	93	88
Nc1ncc(C2CCNC(=O)c3[nH]ccc32)[nH]1 (centres undefined)	87	101	99	113	100	99	107	104	102
O=C(O)c1ccc(-n2cc(CNc3ccc(F)c(Cl)c3)c(-c3ccccc3)n2)cc1	94	86	76	93	97	90	110	81	107
COC(CCNS(=O)(=O)c1ccc(C)cc1)CC(C)c1ccc2ccccc2c1 (centres undefined)	96	100	87	116	93	98	125	95	110
O=C(c1nc2ccccc2[nH]1)C1C(c2ccc(F)cc2)C2CC3CCCCC3N2[C@@]12C(=O)Nc1ccc(Cl)cc12 (some centres undefined)	37	44	28	43	54	41	40	28	25
COc1cc(C)c(C(=O)Oc2cc(C)c(C(=O)O)c(O)c2C)c(OC)c1C	89	103	107	109	110	102	99	101	102
Cc1ccc(Nc2nc(N)c3ccccc3n2)cc1Cl	95	56	50	52	84	68	55	29	27
(continued)
SMILES	SNB-75	KM12	HCT-15	HCC-2998	SNB-19	SW-620	COLO 205	HCT-116	HT29
Cc1ccc2oc(=O)cc(Cn3cc(CSc4nc5ccccc5o4)nn3)c2c1	86	106	101	108	103	100	108	99	114
COc1ccc(Nc2nc(SC)nc(-c3cccc(N)c3)c2C#N)cc1	64	94	64	97	82	92	110	96	96
O=P(O)(O)OCC(O)CO (centres undefined)	84	105	104	107	104	107	110	102	101
O=C(Cn1cc(COc2ncnc3c2cnn3-c2ccccc2)nn1)Nc1ccccc1Cl	83	101	101	106	90	96	101	99	111
Cc1nn(-c2ccc(-c3ccc(OC(F)(F)F)cc3)cc2)c2nc(Cc3ccccc3)nc(N)c12	35	80	77	77	39	54	65	36	60
CN(C)C(=S)SCCOc1ccc(Cl)cc1Cl	89	95	82	94	105	90	117	81	80
Cn1c(=O)ccc(=O)n1-c1ccccc1	98	105	112	107	105	108	124	102	114
COc1ccc(-c2cc(-c3cccs3)n(C(C)=O)c(=O)c2C#N)cc1	93	106	105	95	102	101	116	96	108
COc1cc(CNC(=O)Cc2ccccc2)ccc1OCc1cn(-c2cccc([N+](=O)[O-])c2)nn1	91	102	93	103	94	101	nt	99	113
CNS(=O)(=O)c1ccc(Nc2ccc(C(F)(F)F)cc2)c(-c2cn(C)cn2)c1	91	36	34	44	50	71	53	49	50

2 consecutive compounds from above:
SMILES	SNB-75	KM12	HCT-15	HCC-2998	SNB-19	SW-620	COLO 205	HCT-116	HT29
COc1cc(CNC(=O)Cc2ccccc2)ccc1OCc1cn(-c2cccc([N+](=O)[O-])c2)nn1	91	102	93	103	94	101	nt	99	113
CNS(=O)(=O)c1ccc(Nc2ccc(C(F)(F)F)cc2)c(-c2cn(C)cn2)c1	91	36	34	44	50	71	53	49	50

Other compounds
SMILES	SNB-75	KM12	HCT-15	HCC-2998	SNB-19	SW-620	COLO 205	HCT-116	HT29
O=c1c2cccc3c(NC4CCCCC4)ccc(c32)c2nc3ccccc3n12	83	81	75	52	89	80	76	85	77
O=c1c2ccccc2c2c3c1cccc3c1cccc3c(=O)c4ccccc4c2c31	51	103	101	112	88	103	117	104	102
COc1ccc2c(=O)cc(-c3ccccc3)[nH]c2c1	9.6*!	8.0*!	19&23	2.1*!	27&30	33&23	-7.1*	8.3*!	5.5*
Cc1cc(-c2ccccc2)cc(=O)[nH]1	100	101	104	104	99	100	114	97	99
COC(=O)[C@]1(CCSC)N[C@H](c2cn(-c3ccccc3)nc2-c2ccccc2)[C@@H]2C(=O)N(c3ccc(Cl)cc3)C(=O)[C@@H]21	94	99	97	112	97	106	107	94	92
CCCCC(CC)COc1ccc(-c2nc(-c3ccc(OC)cc3)nc(-c3ccc(OCC(CC)CCCC)cc3O)n2)c(O)c1 (centres undefined)	73	102	97	111	107	104	117	102	94
CCCCCc1cccnc1	110	112	99	93	102	108	136	95	116
O=S(=O)(Nc1cccc(F)c1)c1cccc(C(F)(F)F)c1	88	91	99	107	104	94	95	96	89
N#C/C(=C\c1ccco1)C(=O)Nc1ncc(Cc2cc(Cl)ccc2Cl)s1	93	88	77	98	106	89	112	85	102
Cc1ccccc1NCSC(=S)N(C)C	109	104	103	106	104	98	107	93	93
CCCCCOC(=O)Nc1nc(=O)n([C@@H]2O[C@H](C)[C@@H](OC(=O)CCC(=O)O[C@H]3CC[C@@]4(C)C(=CC[C@H]5[C@@H]6CC[C@H]([C@H](C)CCCC(C)C)[C@@]6(C)CC[C@@H]54)C3)[C@H]2O)cc1F	87	98	104	97	97	99	100	91	91
CO[C@@H]1[C@H](N(C)C(=O)c2ccccc2)C[C@@H]2O[C@]1(C)n1c3ccccc3c3c4c(c5c6ccccc6n2c5c31)C(=O)NC4=O	-15*	22	25	62	64	19	2.3*	26	43
ICC1CCCCC1	85	108	100	105	115	108	105	96	103
Nc1cccc(-c2ccccc2Oc2ccc3nnc(Cl)n3n2)c1	81	106	105	107	101	102	110	100	97
CC/C(Cc1ccccc1)=C(/c1ccc(O)cc1)c1ccc(OCCCN(C)C)cc1	79	81	64	78	89	78	65	61	55
CON(C)N=Nc1ccc(C(N)=O)cc1	108	109	103	111	108	114	109	106	nt
NS(=O)(=O)c1ccc(CCN2C(=O)/C(=C\c3ccc(Cl)cc3)C=C2c2ccc(F)cc2)cc1	69	64	72	81	89	89	92	63	62
N=c1nc(N)ss1	nt	104	97	92	121	96	109	102	99
